Bioassay records deposited in PubChem by National Center for Advancing Translational Sciences (NCATS).
TSHR antag = blocks TSH signaling through the human TSH receptor | P16473 | TSHR-expressing cells, TSH-stimulated cAMP HTRF, 2 h; hits give low values | activity change, negative = inhibition, % at 11.5 µM | 330,000 compounds, 0.2% hits | AID 504810;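 active = activity change below a set negative limit, meaning inhibition stronger than a set level, cut at about -70% in these data; inconclusive = activity change between two set negative limits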; note: % is set by controls: 0 for no effect and ±100 for the full control effect
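TSHR-expressing cells, 200/well, pre-treated with compound, then stimulated with EC80 TSH (4nM final) for 2 hours at 37 deg C. cAMP measured by competitive HTRF: anti-cAMP cryptate antibody in lysis buffer plus cAMP-d2, read after 30 minutes at room temperature.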
USP2a block = inhibitors of human ubiquitin-specific protease USP2a. Potency, µM (highest dose often 38.3 µM), for inactives: top-dose activity change, negative = inhibition, usual class: inhibitors. AID 463254. USP2 core, Ub-CHOP2 coupled fluorogenic reporter, 485/531. 330,000 compounds, 0.01% hits. O75604;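 note: potency is the fitted concentration of half-maximal effect; plate controls were DMSO wells for no effect and full inhibition by NEM control for full effect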
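USP2 core (10nM final) preincubated 30min RT with compound in 20mM Tris-HCl pH 8.0, 2mM CaCl2, 2mM beta-mercaptoethanol, 0.05% CHAPS; 25nM Ub-CHOP2 plus 25nM reporter substrate added, fluorescence (Ex485/Em531) read after 60min.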
GALK inh = galactokinase (human) inhibition; Purified GALK, Kinase-Glo residual ATP luminescence; Potency, µM (doses to about 57.5 µM), without a hit: at the highest dose activity change, negative = inhibition, actives largely listed as inhibitors; 270,000 compounds, 0.007% hits; AID 1868; note: potency is the fitted concentration of half-maximal effect; % is set by controls: 0 for no effect and ±100 for the full control effect
Target sequence (P51570 whole entry, looked up): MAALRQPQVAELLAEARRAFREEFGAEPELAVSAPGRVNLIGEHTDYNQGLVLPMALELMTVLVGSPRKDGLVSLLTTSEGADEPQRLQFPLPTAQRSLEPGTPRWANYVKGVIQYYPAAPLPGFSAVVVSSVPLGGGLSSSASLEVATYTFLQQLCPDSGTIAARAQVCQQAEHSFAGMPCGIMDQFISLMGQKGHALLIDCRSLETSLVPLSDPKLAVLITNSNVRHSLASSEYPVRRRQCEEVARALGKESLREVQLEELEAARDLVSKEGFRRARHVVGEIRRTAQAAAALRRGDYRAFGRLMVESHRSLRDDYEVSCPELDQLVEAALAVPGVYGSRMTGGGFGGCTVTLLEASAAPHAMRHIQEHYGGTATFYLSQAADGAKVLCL
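Galactose (100 uM) and ATP (35 uM) were turned over by 5 nM GALK for 1 h at RT. Kinase-Glo Plus then converted the remaining ATP into a luminescent signal.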
Eya2 inh = blocks the phosphatase activity of human Eya2; O00167; recombinant Eya2, OMFP fluorescence dephosphorylation (OMFP is methylfluorescein phosphate); Potency, µM (doses to about 76.9 µM), for inactives: at the top dose activity, negative = inhibition, usual class: inhibitors; 330,000 compounds, 0.006% hits; AID 488837; note: potency is the fitted concentration of half-maximal effect; % is set by controls: 0 for no effect and ±100 for the full control effect
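Eya2 protein (added as 0.2 uM solution) was preincubated with compound for 10 min at ambient temperature in 50 mM HEPES pH 7.5, 50 mM NaCl, 5 uM MgCl2, 0.05% BSA, 1 mM DTT. OMFP (added at 50 uM) then reacted 10 min; fluorescence read at 485/525 nm.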
Menin MLL FP TR = menin-MLL binding inhibition, Texas Red mutant peptide; O00255; Menin + Texas Red MLL mutant peptide, fluorescence polarization; Potency, µM (top dose mostly 61.6 µM), inactives show at the highest dose FP activity change, negative = inhibition, most hits filed as inhibitors; 270,000 compounds, 0.23% hits; AID 1768; active = well fitted inhibition curve with a large enough effect in the polarisation, with a control signal flat, not every such curve was filed as active; inconclusive = small, poorly fitted or top-dose-only effect, or effect the other way, or a change in a side signal; inactive = no such curve, though single readings can be large or run the other way; the % refers to the polarisation; note: potency is the fitted concentration of half-maximal effect; % of control where 0% means no effect; many of its hits are not listed in these tables
Target sequence (O00255 whole entry, looked up): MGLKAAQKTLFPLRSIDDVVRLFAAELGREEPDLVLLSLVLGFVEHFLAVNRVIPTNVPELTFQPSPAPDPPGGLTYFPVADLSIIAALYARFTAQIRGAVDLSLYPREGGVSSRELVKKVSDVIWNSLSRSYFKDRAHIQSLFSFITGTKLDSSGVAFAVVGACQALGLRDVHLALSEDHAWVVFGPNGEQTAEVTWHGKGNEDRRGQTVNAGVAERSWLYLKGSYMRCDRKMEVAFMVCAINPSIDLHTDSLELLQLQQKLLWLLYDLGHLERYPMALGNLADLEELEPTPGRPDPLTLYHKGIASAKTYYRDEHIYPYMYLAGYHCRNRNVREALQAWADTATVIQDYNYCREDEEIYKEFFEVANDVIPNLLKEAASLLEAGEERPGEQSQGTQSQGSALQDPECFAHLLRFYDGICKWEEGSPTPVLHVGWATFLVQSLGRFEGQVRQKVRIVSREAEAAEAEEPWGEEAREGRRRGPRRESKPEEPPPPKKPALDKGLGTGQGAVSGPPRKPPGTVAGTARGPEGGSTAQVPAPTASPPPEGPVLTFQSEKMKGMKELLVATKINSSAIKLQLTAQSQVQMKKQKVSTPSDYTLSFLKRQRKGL
Mito fusion yeast = blocks mitochondrial division or promotes mitochondrial fusion; 320,000 compounds, 0.23% hits; S. cerevisiae fusion-defective mutant growth rescue, CellTiterGlo 48 h; Potency, µM (titrated, usually from 46.1 µM), without a hit: top-dose growth rescue (activation), hits mostly activators;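 note: potency is the fitted concentration of half-maximal effect; % of control where 0% means no effect; nearly all actives have a fitted effect of over 45% in size; temperature-sensitive fusion mutants such as fzo1-1 at 37 °C on non-fermentable ethanol glycerol medium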
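Temperature-sensitive fusion-defective S. cerevisiae (e.g. fzo1-1, mgm1-5) were grown with compound in YPEG medium (3% ethanol, 3% glycerol) for 48 hours at 37C. Growth rescue was measured as viability by CellTiterGlo luminescence after 10 minutes at ambient.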
KCNH2 WT inh = inhibitors of human wildtype KCNH2 potassium channel; 340,000 compounds, 0.37% hits; activity change, % at 1.84 µM; AID 720551; U2OS, BacMam KCNH2, thallium flux FluxOr; hits give low values; Q12809;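 active = maximum activity change below -70%; inconclusive = maximum activity change between -70% and -50%; inactive = maximum activity change above -50%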; note: % is set by controls: 0 for no effect and ±100 for the full control effect
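U2OS cells transduced with wild-type KCNH2 virus are loaded with FluxOr dye for 45 min, and thallium flux is measured in kinetic reads before and after stimulation buffer. Rate constants are normalized to DMSO controls.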
PKM2 act = PKM2 (human) enzyme activation; purified PKM2, Kinase-Glo ATP luminescence, activation; response scale: 0% is enzyme alone, no compound; Potency, µM (highest dose often 57.5 µM), for the others: at the top dose activation, most hits filed as activators; 260,000 compounds, 0.34% hits; AID 1631; note: potency is the fitted concentration of half-maximal effect; % is set by controls: 0 for no effect and ±100 for the full control effect; nearly all actives have a fitted effect of over 55% in size
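hPK-M2, >95% pure; 0.1 mM ADP / 0.5 mM PEP final; imidazole pH7.2 buffer w/ 7 mM MgCl2, 50 mM KCl; 1 h RT; Kinase-Glo lum. Intermediate enzyme activity for dual inhibitor/activator qHTS.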
Chronic BCR inh = inhibitors of chronic active B-cell receptor signaling. ABC-DLBCL IkBa-CBG/CBR reporter, luminescence ratio, 4 h. Potency, µM (titrated, usually from 46.1 µM), for inactives: at the top dose ratio change, negative = lower green/red ratio, usual class: inhibitors. 340,000 compounds, 0.05% hits; active = well fitted inhibition curve with a large enough effect in the signal ratio, with a control signal flat, not every such curve was filed as active; inconclusive = small, poorly fitted or top-dose-only effect, or effect the other way, or a change in a side signal; the % refers to the signal ratio;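 note: potency is the fitted concentration of half-maximal effect; plate controls were basal doxycycline-induced cells for no effect and cells given 10 µM MG132 for full effect; MG132 reads +100%, hits lower the ratio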
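Doxycycline induced both beetle luciferases in TMD8 lymphoma cells; IKK-driven degradation limits the IkappaBalpha-fused green signal, while red luminescence normalises for cell number and nonspecific effects. Compounds tested up to 46 uM, 4 hrs.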
MBNL1 CUG block = MBNL1-poly(CUG) RNA binding inhibition | Potency, µM (titrated, usually from 57.5 µM), inactives show at the top dose activity change, negative = inhibition, hits mostly inhibitors | TR-FRET MBNL1-His/biotin-(CUG)12 binding, 665/545 ratio | 280,000 compounds, 0.036% hits; active = well fitted inhibition curve with a large enough effect in the signal ratio, with a control signal flat, not every such curve was filed as active; inconclusive = small, poorly fitted or top-dose-only effect, or effect the other way, or a change in a side signal; inactive = no such curve, though single readings can be large or run the other way; the % refers to the signal ratio; note: potency is the fitted concentration of half-maximal effect; % is set by controls: 0 for no effect and ±100 for the full control effect
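Inhibition of protein-RNA binding appears as loss of TR-FRET between terbium anti-His antibody on MBNL1-His and streptavidin-XL665 on biotin-(CUG)12. Activity is normalized to buffer-only and uninhibited-complex controls.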
S-ASM inh = human S-ASM enzyme inhibition. placental ASM, HMU-PC fluorogenic substrate, 60 min. AID 504937. Potency, µM (highest dose often 57.5 µM), for inactives: at the top dose activity change, negative = inhibition, most hits filed as inhibitors. P17405. 340,000 compounds, 0.006% hits; note: potency is the fitted concentration of half-maximal effect
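Fluorogenic HMU-PC substrate (9 uM final) is turned over by placental ASM in 60 min at 37 C after a 10 min compound preincubation. Reaction ended by alkaline stop (pH 10), with fluorescence read at 386/447 nm.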
Active calls of the source: *; ? = inconclusive; / = no result given; [ ] = dose if it differs, or a comment. Unless noted, calls come from the whole dose curve; as a rule, active = well fitted curve in the direction sought with a large enough effect; inconclusive = small, poorly fitted or top-dose-only effect, or another doubt; inactive = no such curve, though single readings can be large; an effect the other way counts as inactive or inconclusive. These rows are one share of the data; count on the stated rates, not on these rows.

SMILES	TSHR antag	KCNH2 WT inh	GALK inh	USP2a block	Eya2 inh	S-ASM inh	Mito fusion yeast	PKM2 act	Menin MLL FP TR	MBNL1 CUG block	Chronic BCR inh
CCOC(=O)/C(C#N)=C1/C=C(C)c2ccccc2N1	-8	-8	15%	0%	-18%	38%[activator]	2%	3%	-19%	-5%	4%
Cc1ccc(/C=N/Nc2ccc(F)cc2F)s1	5	5	-5%	2%	?	-2%	-26%	/	22%	0%	5%
O=C(COc1ccc(S(=O)(=O)N2CCCCC2)cc1)N1CCOCC1	1	-6	-2%	1%	10%	4%	-1%	-1%	/	4%	2%
CC(=O)Nc1cc(-c2ccc(Cl)cc2)nn1-c1ccccc1	-12	3	-1%	-1%	-2%	-3%	10%	-3%	13%	33%[activator]	?
Cn1c(-c2ccccc2)cnc1SCC(=O)N1CCCCC1	0	-4	-1%	0%	1%	2%	-5%	1%	-9%	9%	?
COc1cc(NC(=O)c2ccc3c(SCC(=O)O)c4c(nc3c2)CCC4)cc(OC)c1OC	12	-25	-2%	2%	-2%	0%	-1%	/	/	8%	-14%
COc1ccc(N2CCN(C(=O)c3cn(C)c(=O)c4c3c3ccccc3n4C)CC2)cc1	-1	1	-1%	-7%	13%	?	7%	3%	-23%	-11%	-10%
O=C(O)CCN1C(=O)C2C3c4ccccc4C(c4ccccc43)C2C1=O (configuration not stated)	-2	-15	/	0%	3%	0%	3%	-4%	/	-1%	7%
O=C(O)c1cc(NS(=O)(=O)c2ccc(N3CCCCC3)c([N+](=O)[O-])c2)cc(C(=O)O)c1	12	-4	0%	3%	8%	10%	-5%	-2%	-6%	/	-6%
CCCc1[nH]n(-c2nc3ccccc3s2)c(=O)c1C=NCCCOC	4	-2	3%	-1%	-10%	0%	-5%	-3%	/	-12%	?
O=S(=O)(/C=C/c1ccccc1)n1cnc2ccccc21	2	6	7%	3%	17%	1%	-1%	12%	5%	4%	-1%
COc1ccc(N2CCN(c3ncnc4scc(-c5ccc(C)cc5)c34)CC2)cc1	-22	-5	-1%	-2%	6%	?	-8%	2%	-12%	-1%	1%
O=C1N(CCCCN2C(=O)C3(OCCO3)c3ccccc32)c2ccccc2C12OCCO2	-12	-2	0%	-2%	-2%	4%	5%	-3%	-9%	0%	?
COc1ccc(NC(=S)Nc2ccc3nccnc3c2)cc1	4	-4	1%	2%	-3%	3%	-7%	-11%	13%	/	-5%
NC(=O)C1CCN(CC(=O)Nc2cccc(C(=O)Nc3cccc(C(F)(F)F)c3)c2)CC1	3	7	-1%	4%	-2%	-1%	-6%	1%	-1%	-10%	-10%
COc1ccc(CC(=O)Nc2cccc3ccccc23)cc1OC	-9	10	-4%	1%	-1%	4%	-2%	-9%	-7%	6%	?
COc1ccc(C(=O)COc2nc(C)cc(C)c2C#N)cc1	-6	-12	-2%	2%	-2%	-2%	-1%	-1%	29%	-4%	9%
COc1cccc(-n2c(=S)sc3c(=O)n(-c4ccccc4OC)c(=S)[nH]c32)c1	-2	3	-1%	-1%	3%	3%	-10%	-3%	?	24%	-23%
CCOC(=O)CSc1nc2ccccc2c(=O)n1CC1CCCC1	2	4	2%	-6%	-13%	-4%	10%	-2%	-16%	0%	30%
Cc1cc(C)c(S(=O)(=O)N2CCN(CCN3C(=O)c4cccc5cccc(c45)C3=O)CC2)cc1[N+](=O)[O-]	8	/	/	3%	-10%	/	-1%	3%	1%	7%	-1%
O=C(NN=C1CCCC1)c1ccc(O)cc1	4	-11	7%	1%	4%	1%	2%	-11%[11.5 µM]	1%	3%	?
CC(C)NS(=O)(=O)c1ccc(OCC(=O)NCc2ccc3c(c2)OCO3)c(Cl)c1	-3	-6	1%	-1%	-20%	3%	2%	?	-15%	-7%	-3%
O=C(O)CSc1nc2ccccc2[nH]1	-4	-21	4%	2%	9%	1%	0%	4%	9%	-15%	-12%
Cc1cc(NC(=O)CS(=O)(=O)c2ccc(Cl)cc2)no1	-18	1	-4%	2%	-7%	3%	-14%	/	/	-5%	-2%
CC(=O)Nc1ccc(C(=O)OCC(=O)Nc2ccc(N3CCOCC3)cc2)cc1	-13	2	1%	2%	9%	0%	7%	1%	11%	/	4%
O=C(N=NC(=O)c1ccc2c(O)n(C3CCCCC3)c(O)c2c1)c1cccnc1	31	-29	0%	-1%	-11%	-1%	3%	-7%	20%	?	0%
C=CCNS(=O)(=O)c1cc(S(=O)(=O)NCC=C)c(OC)cc1OC	6	-2	1%	2%	0%	8%	1%	2%	9%	-1%	3%
Cc1cc(C)c(C)c(S(=O)(=O)N2CCC(C(=O)NCc3ccco3)CC2)c1C	10	0	/	-2%	5%	-2%	1%	/	/	/	-2%
Cc1ccccc1-n1cnnc1SCC(=O)N1CCN(c2ccccc2)CC1	7	2	-2%	0%	1%	-2%	-5%	2%	/	-5%	?
COc1ccc(COc2cccc3ccc(C)nc23)cc1F	-3	2	9%	-3%	-15%	27%	4%	0%	-15%	7%	?
c1ccc(-c2nc(-c3cccnc3)n[nH]2)cc1	9	/	-4%	5%	7%	/	-1%	-14%	-20%	-10%	5%
Cc1ccc(C(=O)N/C(=C/c2cccc([N+](=O)[O-])c2)C(=O)NC(C)C)cc1	0	2	-5%	0%	2%	0%	0%	-4%	2%	?	2%
CCOC(=O)c1cn(CC(=O)Nc2ccccc2C(=O)OCC)nn1	3	4	2%	1%	0%	5%	-2%	2%	-16%	5%	7%
COc1ccc(S(=O)(=O)N2CCC(O)(c3ccc4c(c3)OCO4)CC2)cc1	-15	-3	1%	-11%	9%	-5%	8%	3%	5%	-5%	-7%
Cc1c(NC(=O)c2cc(-c3cccc(Cl)c3)on2)c(=O)n(-c2ccccc2)n1C	4	1	16%	2%	2%	1%	13%	-2%	-21%	-6%	2%
O=C(O)c1nccnc1C(=O)NCCc1c[nH]c2ccccc12	15	-5	9%	-6%	5%	-2%	4%	-6%	-2%	3%	0%
COC(=O)c1ccc(CNC(=O)[C@@H]2CCCN2S(=O)(=O)c2ccccc2F)cc1	25	-3	/	3%	2%	0%	/	/	/	/	0%
Cn1nnc2cc(NC(=O)N3CC4(C)CC3CC(C)(C)C4)ccc21 (configuration not stated)	-4	-1	0%	1%	5%	-1%	-6%	2%	0%	-3%	10%
Cc1ccc(C)n1-c1nnc(N2CCC(C(=O)N3CCN(C)CC3)CC2)s1	22	-7	/	0%	-2%	3%	-2%	1%	-7%	-10%	-5%
O=C(O)c1ccc(N2C(=O)c3cccc4c(C(=O)O)ccc(c34)C2=O)cc1	-1	9	0%	3%	-12%	9%	3%	10%	-6%	?	8%
COc1ccc(N(CC(=O)NC2CCCC2)C(=O)c2ccc(C)s2)cc1OC	0	-31	4%	6%	8%	0%	3%	-1%	-1%	-2%	8%
Cc1ccc(NC(=O)CSc2nnc([C@@H]3CCCN3C(=O)OC(C)(C)C)o2)c(C)c1	-5	2	8%	-1%	16%	2%	2%	0%	-3%	-2%	-1%
COc1ccc(C(=O)NCc2nnc(SCC(=O)N3CCCCCC3)o2)cc1OC	-12	6	-2%	0%	-15%	1%	-2%	/	/	-2%	-1%
Cc1cccc(-n2nnnc2SCC(=O)Nc2ccc(N3CCN(C)CC3)cc2)c1	9	18	0%	0%	-7%	2%	-11%	0%	-13%	-6%	6%
COc1ccc(C(=O)OCc2c(-c3ccccc3)ncc3ccccc23)cc1	-7	-12	/	1%	3%	-12%	/	/	/	/	-17%
